Screening results from PubChem.
GLP1R ag: GLP-1 receptor (human) agonism; P43220; HEK293 GLP-1R CRE-luciferase, luminescence, 4-6 h; cells express a hypersensitive GLP-1R form; Potency, µM (top dose mostly 45.6 µM), without a hit: at the highest dose activation, most hits filed as activators; 0.007% of 380,000 active; further: % of control where 0% means no effect
Target sequence (P43220 whole entry, looked up): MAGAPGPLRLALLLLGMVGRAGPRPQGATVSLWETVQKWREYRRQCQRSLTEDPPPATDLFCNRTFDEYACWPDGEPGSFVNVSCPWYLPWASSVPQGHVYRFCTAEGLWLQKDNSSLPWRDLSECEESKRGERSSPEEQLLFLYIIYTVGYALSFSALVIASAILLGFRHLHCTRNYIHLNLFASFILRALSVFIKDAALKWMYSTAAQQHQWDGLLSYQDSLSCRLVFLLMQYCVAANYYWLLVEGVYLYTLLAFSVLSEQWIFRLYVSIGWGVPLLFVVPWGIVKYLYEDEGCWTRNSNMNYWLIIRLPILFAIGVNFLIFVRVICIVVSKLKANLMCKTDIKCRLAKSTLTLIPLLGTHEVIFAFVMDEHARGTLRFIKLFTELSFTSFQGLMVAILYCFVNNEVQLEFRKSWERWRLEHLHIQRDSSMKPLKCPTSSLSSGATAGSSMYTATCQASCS
aSyn yeast inh: rescues yeast growth from alpha-synuclein toxicity. 0.14% of 370,000 active. Potency, µM (top dose mostly 46.1 µM), without a hit: at the highest dose growth rescue (activation), usual class: activators. Yeast expressing alpha-synuclein, growth rescue, BacTiter-Glo, 24 h; further: % of control where 0% means no effect; nearly all actives have a fitted effect of over 65% in size
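Rescue of yeast growth: cells expressing toxic alpha-synuclein, induced in galactose at OD600 0.02, incubated with compound 24 h at 30 C. ATP luminescence quantified growth; inhibitors of toxicity appear as activators.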
Active calls of the source: *; ? = inconclusive; . = no result given; & = joins results of further samples; [ ] = remark or other dose. The call rests on the fitted dose curve; in most records, active means well fitted activation curve with a large enough effect; inconclusive means small, poorly fitted or top-dose-only effect; inactive means no such curve, though single readings can be large or run the other way. Potency means the concentration at half of the fitted maximal effect. An excerpt (hit frequency here may not be typical).

SMILES	GLP1R ag	aSyn yeast inh
CC[C@@]1(c2ccc(N)cc2)CCC(=O)NC1=O	-2.3%	.
ClC[C@H]1CO1 (tested in a mixture with another compound)	-0.5%	.
CCOc1ccc2c3c1O[C@H]1[C@@H](O)C=C[C@H]4[C@@H](C2)N(C)CC[C@@]341	5.2%	.
CCCC(C)C1(CC)C(=O)NC(=O)NC1=O (stereo unspecified)	-4.4%	.
CCOP(=O)(OCC)O/C(=C/Cl)c1ccc(Cl)cc1Cl	11.4%	.
CC(=O)O[C@H]1CC[C@H]2[C@@H]3CCC4=CC(=O)CCC4=C3C=C[C@]12C	?	.
O=C(CCl)c1ccc(Oc2ccc(C(=O)CCl)cc2)cc1	0.2%	.
CCNc1nc(Cl)nc(NCC)n1	-2.5%	.
C[C@]12CCC(=O)C(O)=C1CC[C@@H]1[C@H]3CCC(=O)[C@@]3(C)CC[C@@H]12	?	.
O=C1c2ccccc2C(=O)c2ccccc21	23.4%	.
CC(C)CCON=O	9.2%	.
CC(=O)[O][Hg][c]1ccccc1	-10.7%	.
Cc1nnc2n1-c1ccc(Cl)cc1C(c1ccccc1Cl)=NC2	3.7%	.
CCN1C[C@]2(COC)[C@H](O)C[C@H](OC)[C@]34C1C([C@H](OC)[C@H]23)[C@]1(OC(C)=O)C2[C@@H](OC(=O)c3ccccc3)C(O)(C[C@H]24)[C@@H](OC)[C@@H]1O	-5.4%	.
CC(=O)O[C@H]1CC[C@@]2(C)C(=CC[C@@H]3[C@H]2CC[C@]2(C)C(=O)CC[C@H]32)C1	7.7%[19.8 µM]	.
CCCCNC(C)(C)[P+](=O)O	-6.7%	.
[O]=[Cd]	1.1%	.
COc1ccc2c3c1O[C@H]1[C@@H](O)C=C[C@H]4C(C2)NCCC341 (stereo partly specified)	8.0%	.
COc1nn(CSP(=S)(OC)OC)c(=O)s1	-4.9%[96 µM]	.
CS(=O)(=O)c1ccc(C(=O)C2C(=O)CCCC2=O)c([N+](=O)[O-])c1	24.1%[96 µM]	.
CO[C@H]1[C@@H](O)CC(OC2[C@@H](O)CC(OC3[C@@H](O)C[C@H](OC4CC[C@@]5(C)C(CCC6C5CC(O)[C@]5(C)[C@H](C7=CC(=O)OC7)CCC65O)C4)O[C@@H]3C)O[C@@H]2C)O[C@@H]1C (stereo partly specified)	-4.7%	.
CC(C)=CC1C(C(=O)OCN2C(=O)C3=C(CCCC3)C2=O)C1(C)C (stereo unspecified)	2.8%	.
CCCCCc1cc(O)c2c(c1)OC(C)(C)C1CC=C(C)CC21 (stereo unspecified)	-4.9%	.
C[C@@H](Cc1ccccc1)NCCC(c1ccccc1)c1ccccc1	-4.8%[19.8 µM]	.
O=C1CCCCC1CN1CCCCC1 (stereo unspecified)	3.0%	.
Cn1c(CCCC(=O)O)nc2cc(N(CCCl)CCCl)ccc21	-3.0%	.
CC(CO)NC(=O)C1C=C2c3cccc4[nH]cc(c34)CC2N(C)C1 (stereo unspecified)	-0.7%	.
C=CC[C@]1(O)CCC2C3CCC4=CCCCC4C3CCC21C (stereo partly specified)	3.1%	.
CNc1ccc(C(=O)CC(O)CCC(C)C2OC(=O)CC(O)CC(=O)CC(O)CC(O)CC(O)CC(O)CC3(O)CC(O)C(C(=O)OC)C(CC(O[C@@H]4OC(C)C(O)C(N)C4O)/C=C/C=C/C=C/C=C/C=C/C=C/C=C/C2C)O3)cc1 (stereo partly specified)	-2.5%	.
CC12CCC3C4CCC(=O)C(O)=C4CCC3C1CCC2OC(=O)CCC1CCCC1 (stereo unspecified)	-4.1%	.

Some of the entries so far, with two lines to a compound.
Results follow in this order: GLP1R ag, aSyn yeast inh
CCOP(=O)(OCC)O/C(=C/Cl)c1ccc(Cl)cc1Cl
    11.4%, .
CC(=O)O[C@H]1CC[C@H]2[C@@H]3CCC4=CC(=O)CCC4=C3C=C[C@]12C
    ?, .
O=C(CCl)c1ccc(Oc2ccc(C(=O)CCl)cc2)cc1
    0.2%, .
CCNc1nc(Cl)nc(NCC)n1
    -2.5%, .
C[C@]12CCC(=O)C(O)=C1CC[C@@H]1[C@H]3CCC(=O)[C@@]3(C)CC[C@@H]12
    ?, .
O=C1c2ccccc2C(=O)c2ccccc21
    23.4%, .
CC(C)CCON=O
    9.2%, .
CC(=O)[O][Hg][c]1ccccc1
    -10.7%, .
Cc1nnc2n1-c1ccc(Cl)cc1C(c1ccccc1Cl)=NC2
    3.7%, .
CCN1C[C@]2(COC)[C@H](O)C[C@H](OC)[C@]34C1C([C@H](OC)[C@H]23)[C@]1(OC(C)=O)C2[C@@H](OC(=O)c3ccccc3)C(O)(C[C@H]24)[C@@H](OC)[C@@H]1O
    -5.4%, .
CC(=O)O[C@H]1CC[C@@]2(C)C(=CC[C@@H]3[C@H]2CC[C@]2(C)C(=O)CC[C@H]32)C1
    7.7%[19.8 µM], .
CCCCNC(C)(C)[P+](=O)O
    -6.7%, .
[O]=[Cd]
    1.1%, .
COc1ccc2c3c1O[C@H]1[C@@H](O)C=C[C@H]4C(C2)NCCC341 (stereo partly specified)
    8.0%, .
COc1nn(CSP(=S)(OC)OC)c(=O)s1
    -4.9%[96 µM], .
CS(=O)(=O)c1ccc(C(=O)C2C(=O)CCCC2=O)c([N+](=O)[O-])c1
    24.1%[96 µM], .
CO[C@H]1[C@@H](O)CC(OC2[C@@H](O)CC(OC3[C@@H](O)C[C@H](OC4CC[C@@]5(C)C(CCC6C5CC(O)[C@]5(C)[C@H](C7=CC(=O)OC7)CCC65O)C4)O[C@@H]3C)O[C@@H]2C)O[C@@H]1C (stereo partly specified)
    -4.7%, .
CC(C)=CC1C(C(=O)OCN2C(=O)C3=C(CCCC3)C2=O)C1(C)C (stereo unspecified)
    2.8%, .
CCCCCc1cc(O)c2c(c1)OC(C)(C)C1CC=C(C)CC21 (stereo unspecified)
    -4.9%, .
C[C@@H](Cc1ccccc1)NCCC(c1ccccc1)c1ccccc1
    -4.8%[19.8 µM], .
O=C1CCCCC1CN1CCCCC1 (stereo unspecified)
    3.0%, .
Cn1c(CCCC(=O)O)nc2cc(N(CCCl)CCCl)ccc21
    -3.0%, .

New compounds follow:
SMILES	GLP1R ag	aSyn yeast inh
CC[C@]1(O)CC[C@H]2[C@@H]3CCC4=CCCC[C@@H]4[C@H]3CC[C@@]21C	8.9%	.
COCC(=O)N(c1c(C)cccc1C)C(C)C(=O)OC (stereo unspecified)	4.4%	.
c1cc2ccc3cccc4ccc(c1)c2c34	-1.2%[96 µM]	.
O=C1Nc2ccc(Cl)cc2C(c2ccccc2)=NC1O (stereo unspecified)	1.5%	.
CC(C)(O)C1C2OC(=O)C1[C@]1(O)C[C@H]3O[C@]34C(=O)O[C@H]2[C@]14C (stereo partly specified) (tested in a mixture with another compound)	-0.5%	.
c1ccc2c(c1)sc1ccccc12	4.0%	.
COP(=S)(OC)Oc1ccc(S(=O)(=O)N(C)C)cc1	-1.6%	.
CC1OC(C)OC(C)O1 (stereo unspecified)	6.2%&-1.6%	.
CC(C)c1c(CN(C)[C@@H](C)Cc2ccccc2)n(C)n(-c2ccccc2)c1=O	10.7%[19.8 µM]	.
CCCCCCC(=O)O[C@H]1CC[C@H]2[C@@H]3CCC4CC(=O)C=C(C)[C@]4(C)[C@H]3CC[C@]12C (stereo partly specified)	-5.0%	.
CCCCCCC(=O)CCCCCC/C=C/C[C@@H](O)[C@H](O)[C@@](N)(CO)C(=O)O	3.5%&1.4%	.
O=P1(N(CCCl)CCCl)NC(OO)CCO1 (stereo unspecified)	1.4%	.
CC(C)(C)NC[C@H](O)c1ccc(O)cc1Cl	?	.
C[C@]12CC[C@@H]3c4ccc(OC(=O)N(CCCl)CCCl)cc4CC[C@@H]3[C@H]1CC[C@@H]2OP(=O)(O)O	-6.4%	.
CN1C(=O)COc2c(C(=O)NC3CN4CCC3CC4)cc(Cl)cc21 (stereo unspecified)	7.8%	.
O=C(O)C(Cl)Cl	0.4%&-4.3%	.
C#CCN(C)[C@@H](C)Cc1ccccc1	0.0%	.
CN1CCC(O)(c2ccc(F)cc2)C(C(=O)c2ccc(F)cc2)C1 (stereo unspecified)	2.1%	.
O=S(=O)(O)C(F)(F)C(F)(F)C(F)(F)C(F)(F)F	-5.8%[96 µM]	.
ClC1=C(Cl)C2(Cl)C3C4CC(C5OC45)C3C1(Cl)C2(Cl)Cl (stereo unspecified)	21.4%	.
NNc1ccccc1	2.3%	.
CN1C(=O)CN=C(c2ccccc2)c2cc(Cl)ccc21	?	.
O=C(N[C@H]1N=C(c2ccccc2F)c2cccc3c2N(CC3)C1=O)c1cc2ccccc2[nH]1	2.9%	.
CC1=C2[C@@H]3OC(=O)[C@@H](C)[C@@H]3CC[C@]2(C)C=CC1=O	-2.2%	.
S=C=S	-6.1%	.
O=[N+]([O-])c1c(Cl)c(Cl)cc(Cl)c1Cl	-1.5%[96 µM]	.
Cc1nc2ccccc2c(=O)n1-c1ccccc1Cl	23.4%[96 µM]	.
COc1cc(CCN)cc(OC)c1OC	-6.4%[110 µM]	.
CC12CCC3C(CCC4=C(O)C(=O)CCC43C)C1CCC2=O (stereo unspecified)	4.6%	.
CC(C)(N)Cc1ccc(Cl)cc1	14.8%	.
CN(C)CCc1ccc(O)cc1	0.9%	.
C[N+]1(C)C2CC[C@H]1CC(OC(=O)[C@@H](CO)c1ccccc1)C2 (stereo partly specified)	17.6%	.
CN1CCN=C(c2ccccc2)c2cc(Cl)ccc21	?	.
CCCC(=O)OC(C(Cl)(Cl)Cl)P(=O)(OC)OC (stereo unspecified)	-0.4%	.
Clc1ccc(C2(Cn3cncn3)OCCO2)c(Cl)c1	8.4%	.
COc1cc2c(cc1OC)[C@@]13CCN4CC5=CCOC6CC(=O)N2C1[C@H]6[C@@H]5C[C@@H]43 (stereo partly specified)	5.3%	.
CCCCCCCCOC(=O)c1ccccc1C(=O)OCCCCCCCC	8.1%	.
CCCC1CCCCN1 (stereo unspecified)	-3.0%	.
CCC1(c2ccccc2)C(=O)NC(=O)N(C)C1=O (stereo unspecified)	-1.9%	.
N#CC1(N2CCCCC2)CCCCC1	2.3%	.
CCCSc1cc(OC)c(CCN)cc1OC	8.5%[110 µM]	.
Oc1ccc2c3c1OC1C(O)C=CC4[C@@H](C2)NCC[C@]314 (stereo partly specified)	-1.6%[96 µM]	.
Oc1cc[c]([Hg][Cl])cc1	-7.2%&-7.4%	.
CCCN(CCC)C(=O)Cc1c(-c2ccc(Cl)cc2)nc2ccc(Cl)cn12	4.2%	.
Nc1c(Cl)c(Cl)c(Cl)c(Cl)c1Cl	-3.2%[96 µM]	.

Reprinted from the part before: 3 entries, followed by the next part.
SMILES	GLP1R ag	aSyn yeast inh
Oc1cc[c]([Hg][Cl])cc1	-7.2%&-7.4%	.
CCCN(CCC)C(=O)Cc1c(-c2ccc(Cl)cc2)nc2ccc(Cl)cn12	4.2%	.
Nc1c(Cl)c(Cl)c(Cl)c(Cl)c1Cl	-3.2%[96 µM]	.
CC(C)N(CC[C@@](C(N)=O)(c1ccccc1)c1ccccn1)C(C)C	7.4%	.
CCCCNCC(O)c1ccc(O)cc1 (stereo unspecified)	24.8%	.
CCOC(=O)CC(SP(=S)(OC)OC)C(=O)OCC (stereo unspecified)	2.0%	.
C=CCN=C=S	-3.2%	.
COc1cc([C@@H]2c3cc4c(cc3[C@@H](O)[C@H]3COC(=O)[C@H]23)OCO4)cc(OC)c1O	.	-5.8%
[O]=[Sb]([OH])([OH])[c]1ccccc1	.	?
CC[C@@]1(O)C(=O)OCc2c1cc1n(c2=O)Cc2cc3ccccc3nc2-1	.	17.7%&5.6%
COc1ccc2c(c1)[C@@]13CCCC[C@H]1[C@@H](C2)NCC3	.	11.2%
NCC(=O)c1ccc2ccccc2c1	.	-1.9%
CC(=O)NCC(N)C(=O)c1ccc(Cl)c(Cl)c1 (stereo unspecified)	.	?
O=C(N[C@H]1CN2CCC1CC2)c1ccc(Cl)cc1	.	11.0%
CN(C)c1ccc(N=O)cc1	.	-83.3%[inhibitor]
CC(Cc1ccc(OCC(=O)O)cc1)NCC(O)c1cccc(Cl)c1 (stereo unspecified)	.	3.0%
O=C(O)[C@@H]1CCN1	.	-9.0%
O=[N+]([O-])c1cc(C(F)(F)F)c(Cl)c([N+](=O)[O-])c1Nc1ncc(C(F)(F)F)cc1Cl	.	-82.3%[inhibitor]
CN[C@@H](C)[C@H](O)c1ccccc1	.	-0.8%
NC(CCP(=O)(O)O)C(=O)O (stereo unspecified)	.	-2.8%
O=C(Oc1ccc([N+](=O)[O-])cc1)N1CCN(/[N+]([O-])=N/Oc2ccc([N+](=O)[O-])cc2[N+](=O)[O-])CC1	.	-49.3%[inhibitor]
